# TEAD-YAP inh = TEAD-YAP interaction inhibition | actives 1.4% (n = 640,000) | HEK-TIYL cells, TEAD-Gal4/YAP UAS-luciferase luminescence | inhibition, % at 9.12 µM; in the data active = inhibition above about 32%;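 also: 0% = median of test compound wells and 100% = reference inhibitor wells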
# FBW7 activator = activators of human E3 ligase FBW7. Q969H0. actives 0.13% (n = 650,000). AlphaScreen FBW7–phospho-cyclin E peptide binding, activator screen. normalized activity (activation), % at 26.1 µM; in the data active = normalized activity above about 1.9%;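 also: purified mutant Fbw7 with reduced substrate affinity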
# Target sequence (Q969H0 whole entry, looked up): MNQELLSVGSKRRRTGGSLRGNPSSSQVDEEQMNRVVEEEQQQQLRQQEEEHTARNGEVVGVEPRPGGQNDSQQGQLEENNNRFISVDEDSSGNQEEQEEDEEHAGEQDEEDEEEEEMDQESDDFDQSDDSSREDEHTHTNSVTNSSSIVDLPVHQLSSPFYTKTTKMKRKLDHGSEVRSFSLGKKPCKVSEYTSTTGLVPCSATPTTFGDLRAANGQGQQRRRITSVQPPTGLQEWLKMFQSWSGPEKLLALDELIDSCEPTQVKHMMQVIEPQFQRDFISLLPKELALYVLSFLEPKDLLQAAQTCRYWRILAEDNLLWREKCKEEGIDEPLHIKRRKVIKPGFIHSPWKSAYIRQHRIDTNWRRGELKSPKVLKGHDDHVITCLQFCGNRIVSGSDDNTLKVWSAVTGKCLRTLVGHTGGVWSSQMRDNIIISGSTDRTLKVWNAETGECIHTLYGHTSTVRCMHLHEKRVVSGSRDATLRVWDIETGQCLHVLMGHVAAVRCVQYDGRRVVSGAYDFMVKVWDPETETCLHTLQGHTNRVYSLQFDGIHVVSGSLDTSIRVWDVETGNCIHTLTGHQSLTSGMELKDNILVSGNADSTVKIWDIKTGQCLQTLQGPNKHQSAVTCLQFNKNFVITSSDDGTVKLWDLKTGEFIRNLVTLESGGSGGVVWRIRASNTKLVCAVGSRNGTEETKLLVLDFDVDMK
# GPR151 ag = activators of human GPR151; Q8TDV0; PathHunter beta-arrestin GPR151 cells, luminescence; activation, % at 11.2 µM; actives 1% (n = 650,000); in the data active = activation above about 4.9%;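 also: 0% = median of compound wells and 100% = cells with positive control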
# MITF primary = blocks human microphthalmia-associated transcription factor; O75030; AlphaScreen MITF homodimerization, bead proximity signal; inhibition, % at 2.6 µM; actives 0.91% (n = 650,000); in the data active = inhibition above about 50%;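 also: 0% = vehicle wells with protein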
# * = called active by the depositor.
# Each structure is followed by: TEAD-YAP inh	FBW7 activator	GPR151 ag	MITF primary
> CC(C)S(=O)(=O)NCc1nnc2n1CCN(Cc1cc3c(cc1Cl)OCO3)CC2
  1	-0.1	0.5	-2
> O=C(O)c1ccc(F)c(S(=O)(=O)NCc2ccc(F)cc2)c1
  -2	0.0	0.4	3
> O=C(COC(=O)c1ccc([N+](=O)[O-])c(O)c1)c1ccc(Br)cc1
  -8	0.1	0.5	-17
> CN1CCN(Cc2cc(-c3ccc(F)cc3)ccc2OCC(=O)NCc2ccccn2)CC1
  1	-0.1	3.0	-15
> Cc1cccc(NC(=O)Nc2cnn(-c3cccc(C(=O)NN)c3)c2)c1
  -4	0.0	-1.6	15
> CC1CCN(C(=O)Cn2c(=O)oc3cc(S(=O)(=O)N4CC(C)CC(C)C4)ccc32)CC1 (stereo not given)
  5	-0.2	-0.1	-14
> C/C(CC(=O)Nc1cc(C)ccn1)=N\NC(=O)COc1cccc(C)c1
  1	-1.0	0.6	-2
> COc1cc2nc(NCCN3CCOCC3)nc(NCCO)c2cc1OC
  -3	0.3	-1.3	9
> COc1cc(Cl)c(C)cc1NC(=S)N(CCCN1CCCC(C)C1)Cc1ccco1 (stereo not given)
  3	-0.2	0.8	7
> Nc1nc(NCCc2ccc(O)cc2)cc(Nc2ccncn2)n1
  12	-0.1	-1.5	2
> C=CCN1CCN(C(CC)c2nnnn2C(C)(C)C)CC1 (stereo not given)
  3	0.3	-0.7	13
> O=C(CSc1nc(NCc2ccc3c(c2)OCO3)c2ccccc2n1)c1ccc(F)cc1
  9	-0.2	-1.9	0
> CN1CCN(CC(O)Cn2cc(C=O)c3ccccc32)CC1 (stereo not given)
  -15	-0.1	2.2	66*
> Nc1c(Cl)cc(N2CCCC2)c2c1C(=O)c1ccccc1C2=O
  15	0.1	-0.1	37
> CCc1ccc(N2CC(C(=O)OCC(=O)c3ccc(Cl)cc3)CC2=O)cc1 (stereo not given)
  10	-0.1	-1.1	-4
> Cc1ccccc1N1C(=O)c2ccc(C(=O)NN3C(=O)c4ccccc4C3=O)cc2C1=O
  2	-0.1	-0.4	-10
> C=CCOc1ccc2c(C)cc(=O)oc2c1C
  -23	0.1	1.2	-1
> COc1ccc(C=Nc2ccc3[nH]ncc3c2)c(O)c1
  8	-0.1	0.3	7
> Cc1ccc(NC(=O)CCN2C(=O)c3ccccc3C2=O)cc1Cl
  -2	0.0	-0.6	-2
> COc1ccc2nc(NC(=O)c3cccc(F)c3)sc2c1
  25	0.1	-8.5	12
> COc1cccc2sc(=NC(=O)c3ccc(S(=O)(=O)N4CCOCC4)cc3)n(C)c12
  -11	0.0	1.7	-1
> COc1cccc2c(N/N=C/c3ccccc3)cc(C)nc12
  -26	0.1	-0.6	13
> COc1ccc(-c2ccc(Nc3ccc(S(=O)(=O)N4CCCC4)cc3)nn2)cc1OC
  9	1.8	-1.5	21
> CCOc1ccccc1CN1CCN(Cc2ccc(F)c(F)c2)CC1CCO (stereo not given)
  -4	-0.1	1.7	-4
> Cc1ccc(C)c(NC(=O)CN2CCC(c3nc4ccccc4[nH]3)CC2)c1
  -12	0.0	6.0*	-7
> CC(=O)Nc1ccc(CN2CCCCCC2)cc1
  5	-0.1	0.8	-9
> Cn1cc(S(=O)(=O)Nc2ccccc2C(N)=O)c(=O)n(C)c1=O
  -2	0.1	-0.1	15
> C=CCOc1ccc(=O)n(-c2ccccc2)n1
  -1	0.1	-1.5	-3
> Cc1ccccc1CS(=O)(=O)Cc1ccc(C(=O)O)o1
  0	-0.1	0.0	5
> CCOc1cc(/C=C2\SC(=N)N(c3ccc(F)cc3)C2=O)cc(Cl)c1O
  7	0.0	0.9	1
> CCCN1CCC(Nc2ccc3c(c2)CCC3)CC1
  8	0.1	2.3	38
> O=[N+]([O-])c1ccc(/C=N/Nc2ccc(Cl)nn2)o1
  -5	0.0	0.2	19
> CCCNC(=O)c1ccc2c(c1)nc(C)n2-c1ccc(OCC)cc1
  7	0.3	-0.4	-3
> COc1ccc(C2C(C(=O)Nc3cccnc3)=C(C)Nc3nc(-c4cccs4)nn32)cc1 (stereo not given)
  11	0.0	2.1	10
> CC(C)Oc1ccc(C(=O)Nc2c3c(nn2-c2ccc([N+](=O)[O-])cc2)CS(=O)(=O)C3)cc1
  7	0.2	-2.1	0
> O=C(N[C@H]1C[C@H]2C(=O)N[C@@H](COCc3ccccc3)C(=O)N2C1)c1cccnc1Oc1ccc(Cl)cc1
  7	0.0	2.2	10
> CCCOC(=O)c1ccc(NS(=O)(=O)c2ccccc2[N+](=O)[O-])cc1
  7	0.1	0.5	0
> NS(=O)(=O)c1cccc(S(=O)(=O)c2cccc(S(N)(=O)=O)c2)c1
  -4	0.0	0.6	4
> Cc1ccc(CN2CCNC(=O)C2CC(=O)NCCc2cccs2)o1 (stereo not given)
  9	-0.2	-0.6	-7
> COc1ccc(C(CNCc2cc(=O)oc3cc4c(cc23)CCC4)N2CCOCC2)cc1 (stereo not given)
  6	0.4	-2.2	85*
> Cc1sc2nc(C3CC3)n(C3CCN(CC(=O)N4CCC(C)CC4)CC3)c(=O)c2c1C
  9	0.0	-0.2	-6
> CCC1C(=O)C(CC)C(c2ccc(Cl)cc2)NC1c1ccc(Cl)cc1 (stereo not given)
  0	0.0	0.5	8
> Cc1cccc(NC(=O)c2c(NC(=O)c3ccccc3Cl)sc3c2CCC3)c1
  -4	-0.2	0.6	6
> COC(=O)c1ccc(/C=N\NC(=O)c2ccc(C)cc2Cl)cc1
  9	0.5	2.4	3
> CCCS(=O)(=O)N1CCCc2ccc(NC(=O)NCc3ccc(F)cc3)cc21
  1	0.6	0.7	5
> COc1ccccc1C(=O)Nc1ccc(Br)cc1C(=O)O
  3	0.0	-1.4	4
> CCOc1ccccc1N1CCN(Cc2cc(OC)c(OC)cc2[N+](=O)[O-])CC1
  -1	-0.1	-0.7	35
> COc1ccc(N2C(=O)C3CCCN3C2c2cccc(C)c2)cc1 (stereo not given)
  -14	0.0	-0.3	-3
> COc1ccc(OC)c(NC(=O)NC(=O)C(F)(F)F)c1
  -3	-0.1	-0.1	-10
> O=C(CCCOc1ccc(Cl)cc1Cl)Nc1ccc2c(c1)C(=O)NC2=O
  -7	-0.1	4.3	-2
> Cc1ccc2nc(N3CCN(C(=O)C4CC=CCC4C(=O)O)CC3)nc(-c3ccccc3)c2c1 (stereo not given)
  -11	1.1	-0.4	-29
> Cc1c(C(=O)NCCCN2CCCC2=O)sc2nc3n(c(=O)c12)CCCC3
  0	0.3	-0.8	11
> COc1ccc(CNc2nccn3c(-c4ccccc4OC)cnc23)cc1
  -4	-0.7	1.0	13
> O=C(NCCN1CCOCC1)Nc1ccc(F)cc1
  -8	0.0	-1.3	1
> Cc1cnc(NCc2ccc3c(c2)OCO3)nc1Nc1ccccc1
  16	0.1	-0.6	70*
> CCN(CC)c1ccc2cc(C(=O)Nc3ccc(C)cc3)c(=N)oc2c1
  -10	0.1	0.8	3
> COc1ccc(CCNc2nc(Nc3cccnc3)nc3c2ncn3C(C)C)cc1
  27	0.1	1.6	0
> COCCn1c(=S)[nH]c2cc(C(=O)NCc3cccnc3)ccc2c1=O
  16	0.1	-0.1	-3
> COc1ccc(-c2nn(-c3ccccc3)cc2C2CC(c3cccs3)=NN2c2ccccc2)cc1OC (stereo not given)
  -13	0.0	2.0	-3
> COc1ccc(Cn2c(=S)[nH]c3cc(C(=O)N4CCCC4)ccc3c2=O)cc1
  10	0.0	-1.0	6

# The list continues:
# Each structure is followed by: TEAD-YAP inh	FBW7 activator	GPR151 ag	MITF primary
> CCn1cc(CN2CCC3(CCC(CNC(=O)c4ccccc4)O3)CC2)c(C)n1 (stereo not given)
  -2	0.2	0.3	3
> O=C(Cc1ccccc1)NCCSC1CCCCC1
  -30	-0.1	0.1	-12
> COCCNC(=O)/C(C#N)=C/c1c(Oc2ccc(C)cc2)nc2ccccn2c1=O
  -1	-0.1	-5.5	3
> COc1cccc(NC(=O)N2CCCC2c2nc3ccccc3[nH]2)c1 (stereo not given)
  14	0.4	-0.2	12
> O=C1CCCN1CCCNc1nc(Nc2nccc3ccccc23)nc2c1ncn2C1CCCCC1
  -10	0.1	-0.5	8
> Cn1c(C2CCC(CNC(=O)CSc3ncccn3)CC2)nc2ccccc21 (stereo not given)
  -6	0.4	1.0	1
> O=S(=O)(Nc1ccc(Oc2ccccc2)cc1)c1cccc2cccnc12
  -3	0.0	0.1	0
> O=C(O)c1c[nH]c2ccc(I)cc2c1=O
  6	-0.4	-1.8	9
> O=C(Nc1ccc(Oc2cccnc2)cc1)c1ccccc1Cl
  -8	-0.1	-0.4	13
> CC(C(=O)N1CCCC(c2ccnc3ncnn23)C1)c1n[nH]c(=O)c2ccccc12 (stereo not given)
  -3	-0.1	0.6	0
> Cc1ccc(-c2nn3nnnc3c3ccccc23)cc1
  7	0.1	0.2	8
> O=C(CSc1nnc(NCc2ccccc2)s1)c1cccs1
  -22	-0.2	-0.3	-9
> COc1nc(N/N=C/c2ccc(OC)c(OC)c2)nc(N2CCOCC2)n1
  -30	-0.3	-0.6	0
> CCOC(=O)NC(NC(=O)OCC)c1ccccc1
  0	0.2	0.2	-3
> COc1cccc(C2NCCc3c2[nH]c2ccccc32)c1OC (stereo not given)
  -1	0.2	-0.6	5
> COc1cccc(-c2nnc(NC(=O)c3ccc(C)c(C)c3)s2)c1
  0	-0.1	0.2	-9
> COc1ccc(OC(C)C(=O)Nc2ccc(C)cc2C)cc1 (stereo not given)
  3	-0.5	-1.9	10
> Cc1cc(-c2nc(-c3ccccn3)no2)ccc1[N+](=O)[O-]
  3	-0.1	-3.9	0
> CCN1CCN(C(c2ccc(OC)cc2)c2nnnn2C(C)(C)CC)CC1 (stereo not given)
  -2	0.2	2.9	-3
> O=C1N=C(N2CCCC2)S/C1=C\c1cccc(Br)c1
  0	0.1	-0.4	6

# Shown as comma-separated lines: entries from further up.
Compound,TEAD-YAP inh,FBW7 activator,GPR151 ag,MITF primary
COc1ccc2nc(NC(=O)c3cccc(F)c3)sc2c1,25,0.1,-8.5,12
CC(C)S(=O)(=O)NCc1nnc2n1CCN(Cc1cc3c(cc1Cl)OCO3)CC2,1,-0.1,0.5,-2
CCOc1ccccc1CN1CCN(Cc2ccc(F)c(F)c2)CC1CCO (stereo not given),-4,-0.1,1.7,-4
O=S(=O)(Nc1ccc(Oc2ccccc2)cc1)c1cccc2cccnc12,-3,0.0,0.1,0

# Returning to the listing; the five compounds before the break are reprinted first.
# Each structure is followed by: TEAD-YAP inh	FBW7 activator	GPR151 ag	MITF primary
> COc1cccc(-c2nnc(NC(=O)c3ccc(C)c(C)c3)s2)c1
  0	-0.1	0.2	-9
> COc1ccc(OC(C)C(=O)Nc2ccc(C)cc2C)cc1 (stereo not given)
  3	-0.5	-1.9	10
> Cc1cc(-c2nc(-c3ccccn3)no2)ccc1[N+](=O)[O-]
  3	-0.1	-3.9	0
> CCN1CCN(C(c2ccc(OC)cc2)c2nnnn2C(C)(C)CC)CC1 (stereo not given)
  -2	0.2	2.9	-3
> O=C1N=C(N2CCCC2)S/C1=C\c1cccc(Br)c1
  0	0.1	-0.4	6
> COc1ccc(C(=O)Nc2cnc3ccccc3c2)cc1OC
  -73	0.0	0.8	2
> O=C(Nc1nn2c(-c3cccs3)nnc2s1)c1ccco1
  0	-0.1	-0.1	-5
> Oc1ccc(CNCC2COc3ccccc3O2)cc1 (stereo not given)
  -9	-0.4	-0.7	38
> O=C(CN1CCC(NC(=O)C2CC2)CC1)NCc1cccs1
  -4	-0.1	4.8	-1
> Cc1cc(C)c2oc(-c3ccc(NC(=O)c4ccco4)cc3)nc2c1
  -47	0.2	-0.4	16
> CCCn1c(Nc2ccccc2)nc2ccccc21
  -2	-0.2	-1.0	-12
> CC(C)CNC(=O)c1ccccc1NC(=O)CN(c1ccccc1F)S(C)(=O)=O
  -3	0.1	0.0	-1
> CN(C)CC(C)(C)NS(=O)(=O)c1ccccc1
  -3	-0.1	1.9	13
> CCN(CC)C(=O)C1CCCN(c2ncc(C(=O)NCCCN3CCCC3=O)s2)C1 (stereo not given)
  8	0.0	3.2	31
> CC(=O)Oc1ccc(C)cc1NC(=O)CC1SC(=Nc2ccccc2)NC1=O (stereo not given)
  -5	0.5	-0.2	5
> Cc1sc2nc(-c3ccccc3Cl)n(CC(=O)c3ccc(Br)cc3)c(=O)c2c1C
  -11	-0.1	0.2	-7
> Cn1c(=O)c(C(=O)NCc2ccc3c(c2)OCO3)c(O)c2ccccc21
  -1	-0.1	1.2	-1
> CCn1c(C(=O)O)c(CNCc2cc(Br)ccc2OC)c2ccc(OC)cc21
  2	1.1	-1.9	15
> Cc1ccc(CCNC(=O)c2cc3c(s2)CS(=O)(=O)C3)cc1
  0	0.1	-0.3	5
> COc1ccc(NC(=O)CSc2nnc(-c3ccccc3OC)n2N)cc1
  6	0.1	-0.6	-1
> CCOC(=O)c1c(NC(=O)c2ccc(S(=O)(=O)N(C)C)cc2)sc2c1CCN(CC)C2
  -8	-0.1	-1.0	19
> COCCNS(=O)(=O)c1c[nH]c(C(=O)OC)c1
  5	-0.4	3.4	3
> CC(=O)Nc1nnc(SCCOc2ccccc2)s1
  -5	-0.1	-0.2	0
> Cc1sc2nc(C3CCCCC3)nc(N3CCN(S(C)(=O)=O)CC3)c2c1C
  15	-0.1	0.9	-2
> CCN1CCN(C(=O)Cn2ncc3c(C)n(Cc4cccc(Cl)c4)c(C)c3c2=O)CC1
  1	0.1	0.3	-1

# High-throughput results as filed in PubChem.
